Rab2 wt GTP = modulators of GTP binding to Rab2A wildtype, primary screen, biochemical, dog, bead-based flow cytometry, multiplex; GTP binding activity, % at 10 µM; 190,000 compounds, 0.19% hits; Ras-related protein Rab-2A (Canis lupus familiaris), P61105; GST-Rab2 wt beads, Bodipy-GTP binding;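 active = GTP binding activity at least 20 points away from 100%, either lowered or raised; inconclusive = signal likely due to the compound's own green fluorescence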;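 note: 0% = beads with excess unlabeled GTP and 100% = no-compound control corrected for plate trend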
Rac1 mut GTP = GTP binding modulators of activated mutant Rac1, primary screen, biochemical, bead-based flow cytometry, multiplex, fluorescent GTP; 190,000 compounds, 0.11% hits; GST-Rac1 activated beads; actives lie on both sides; 100% means binding = to untreated wells; percent activity (GTP binding), % at 10 µM; Ras-related C3 botulinum toxin substrate 1 (Homo sapiens), P63000;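 active = GTP binding at least 20 percentage points away from the 100% baseline, in either direction, so actives lie on both sides; inconclusive = Compound likely fluorescent itself, or too few beads counted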
GSH bead fluor = compound fluorescence on glutathione beads, profiling panel, artefact control, biophysical, 488/530 nm, flow cytometry. GSH beads flow cytometry, compound fluorescence 488/530 nm; hits give high values. fluorescence (KMESF) at 10 µM. 190,000 compounds, 0.25% hits; in the data active = fluorescence above about 89;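 note: glutathione beads carrying GST-tagged Bcl family fusion proteins plus one bare bead set; values are compound well signal with DMSO vehicle wells as background; inactives centre near 16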
ABCG2 block = ABCG2 efflux pump inhibitors, primary screen, multiplex with ABCB1, IgMXP3 cells, flow cytometry | Broad substrate specificity ATP-binding cassette transporter ABCG2 (Homo sapiens), Q9UNQ0 | JC-1 efflux | inhibition, % at 6.6 µM | 190,000 compounds, 0.1% hits | AID 1325, 2008;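 active = inhibition above 80%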;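 note: 0% = DMSO and 100% = nicardipine control wells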
Target sequence (Q9UNQ0 whole entry, looked up): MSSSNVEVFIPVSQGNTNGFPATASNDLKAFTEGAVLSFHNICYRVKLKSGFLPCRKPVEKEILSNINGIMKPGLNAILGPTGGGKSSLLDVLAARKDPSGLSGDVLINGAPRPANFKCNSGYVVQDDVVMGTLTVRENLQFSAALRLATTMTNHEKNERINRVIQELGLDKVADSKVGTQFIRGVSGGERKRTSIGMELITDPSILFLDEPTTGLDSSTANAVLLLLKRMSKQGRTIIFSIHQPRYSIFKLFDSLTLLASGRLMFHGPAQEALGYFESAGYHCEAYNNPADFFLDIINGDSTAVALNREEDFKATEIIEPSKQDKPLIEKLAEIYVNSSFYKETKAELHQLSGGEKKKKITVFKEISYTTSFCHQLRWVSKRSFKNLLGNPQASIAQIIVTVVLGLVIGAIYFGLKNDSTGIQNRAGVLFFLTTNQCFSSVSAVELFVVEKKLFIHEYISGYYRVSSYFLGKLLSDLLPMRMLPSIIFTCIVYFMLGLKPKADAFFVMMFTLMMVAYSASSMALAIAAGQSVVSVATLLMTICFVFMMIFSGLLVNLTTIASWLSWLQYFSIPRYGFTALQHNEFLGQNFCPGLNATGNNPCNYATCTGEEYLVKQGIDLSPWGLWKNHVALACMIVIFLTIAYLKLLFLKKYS
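Test system: IgMXP3 cells (ABCG2) mixed with DDAO far-red-labelled CCRF-Adr cells (ABCB1). Reagent: JC-1 transporter substrate. Compound dosing: single test compound dose, 6.6 µM final. Times: 10 min compound exposure, 25 °C. Detection: flow cytometry of retained JC-1 fluorescence. Read-out basis: efflux inhibition in percent versus controls. Controls: nicardipine and DMSO wells.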
Cdc42 wt GTP = modulators of GTP binding to wildtype Cdc42, primary screen, biochemical, multiplex bead flow cytometry, Bodipy-GTP; Cell division control protein 42 homolog (Homo sapiens), P60953; GST-Cdc42 beads; actives lie on both sides; percent activity (GTP binding), % at 10 µM; 190,000 compounds, 0.2% hits; AID 761, 2007;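 active = percent activity GTP binding at least 20 points away from the 100% baseline, either down as inhibitor or up as activator; inconclusive = compound flagged as likely green fluorescent from well-wide comparison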;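 note: median bead fluorescence of bound Bodipy-FL-GTP at 100 nM; 0% = excess unlabeled GTP control and 100% = no compound control; below 100% means less GTP binding so inhibitor and above means activator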
Target sequence (P60953 whole entry, looked up): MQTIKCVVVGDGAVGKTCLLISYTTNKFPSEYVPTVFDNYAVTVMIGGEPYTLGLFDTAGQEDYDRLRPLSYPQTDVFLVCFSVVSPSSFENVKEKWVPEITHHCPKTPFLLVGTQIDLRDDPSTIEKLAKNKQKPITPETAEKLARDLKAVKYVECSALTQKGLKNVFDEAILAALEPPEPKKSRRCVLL
Avidin bead fluor = green autofluorescence of compounds with avidin beads – biophysical, 488/530 nm, flow cytometry, artefact control, profiling panel; compound fluorescence 488/530 nm; hits give high values; AID 1775, 2009; fluorescence (KMESF) at 10 µM; 220,000 compounds, 0.38% hits; in the data active = fluorescence above about 47; note: inactives centre near 10
Rac1 wt GTP bind = wildtype Rac1 GTP binding modulators, primary screen, biochemical, GST-Rac1 beads, flow cytometry, multiplex | fluorescent GTP binding; actives lie on both sides; 0 = cold GTP competed, 100 = untreated | GTP binding activity (% of control), % at 10 µM | 190,000 compounds, 0.27% hits | AID 757, 2007 | Ras-related C3 botulinum toxin substrate 1 (Homo sapiens), P63000;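 active = GTP binding activity at least 20 points away from the 100% control level, either lower or higher; inconclusive = compound flagged as likely green fluorescent, judged across all proteins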
HRas wt GTP = modulators of GTP binding to HRas wildtype, primary screen, biochemical, bead-based flow cytometry, multiplex. GTPase HRas (Homo sapiens), P01112. GST-Ras wt beads, Bodipy-FL-GTP binding; actives lie on both sides. GTP binding activity, % at 10 µM. 190,000 compounds, 0.14% hits;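 active = GTP binding activity at least 20% away from the 100% baseline, either lowered as inhibitor or raised as activator; inconclusive = flagged as likely green fluorescent, judged across all proteins in the well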;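 note: 0% = unlabeled GTP competition control and 100% = no-compound control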
Target sequence (P01112 whole entry, looked up): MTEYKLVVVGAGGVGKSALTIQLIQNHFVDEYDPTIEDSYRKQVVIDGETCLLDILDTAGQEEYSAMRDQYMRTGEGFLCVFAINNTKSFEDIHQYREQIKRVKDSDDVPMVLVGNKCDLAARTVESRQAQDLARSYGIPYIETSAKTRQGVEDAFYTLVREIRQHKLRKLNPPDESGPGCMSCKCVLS
Rab7 wt GTP bind = modulators of GTP binding to Rab7, primary screen, biochemical, wildtype, multiplex bead flow cytometry; GST-Rab7 beads, fluorescent GTP binding; actives lie on both sides; untreated = 100%, excess cold GTP = 0%; GTP binding activity (percent of control), % at 10 µM; 190,000 compounds, 0.055% hits;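 active = fluorescent GTP binding to Rab7 beads changed by at least 20 points from the 100% baseline, either direction, mostly lower; inconclusive = compound itself probably fluorescent, or too few beads counted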;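 note: median green fluorescence of bound Bodipy-FL-GTP per Rab7 bead population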
ABCB1 inh = ABCB1 efflux pump inhibitors, primary screen, cell-based, multiplex, flow cytometry, ABCG2 counter-screen; ATP-dependent translocase ABCB1 (Homo sapiens), P08183; AID 1326, 2008; inhibition, % at 6.6 µM; CCRF-Adr cells, JC-1 efflux; 190,000 compounds, 0.067% hits; in the data active = inhibition above about 40%;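 note: 0% = vehicle and 100% = reference inhibitor; higher value means more JC-1 retained so stronger ABCB1 efflux block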
Pf gametocyte = late stage P. falciparum gametocyte viability inhibitors, primary screen, ATP luminescence, HTS; 150,000 compounds, 0.065% hits; inhibition, % at 10.9 µM; P. falciparum stage V gametocytes, 24 h;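 active = inhibition above the mean plus 3 SD of compounds within the control limits, set per campaign, cut at about 38% in these data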;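 note: 0% = DMSO wells and 100% = medium only without gametocytes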
Active calls of the source: *; ? = inconclusive; / = not tested or not shown.

SMILES | Rab2 wt GTP | Rac1 mut GTP | GSH bead fluor | ABCG2 block | Cdc42 wt GTP | Avidin bead fluor | Rac1 wt GTP bind | HRas wt GTP | Rab7 wt GTP bind | ABCB1 inh | Pf gametocyte
Cc1c(Br)c([N+](=O)[O-])nn1C(C)C(=O)NCC1CCCO1 (stereo not given) | 97 | 96 | 21 | 0 | 100 | 10 | 102 | 101 | 99 | 0.2 | 8
CCn1c(CS(=O)Cc2ccc(Cl)cc2Cl)nnc1SCc1c(Cl)cccc1Cl (stereo not given) | 97 | 96 | 52 | 4 | 99 | 8 | 98 | 99 | 96 | 1.4 | /
CCOC(=O)C1CCCN(C(=O)c2cn(C)c3ccc(S(=O)(=O)N(C)C)cc3c2=O)C1 (stereo not given) | 102 | 99 | 22 | 2 | 105 | 7 | 106 | 102 | 102 | 0.4 | /
O=C(CSC1=NC(=O)C(c2ccccc2)C(=O)N1)Nc1ccccc1Cl (stereo not given) | 99 | 100 | 23 | 0 | 104 | 27 | 103 | 100 | 99 | -0.1 | /
CCC(CC)C(=O)NCCc1cc2ccc(OC)cc2[nH]c1=O | 104 | 102 | 10 | 2 | 104 | 35 | 102 | 105 | 104 | 0.4 | 17
COc1ccc(N/C=C2/CCCCC2=O)cc1 | 97 | 95 | 27 | -2 | 99 | 6 | 99 | 98 | 97 | -2.5 | 7
C#CCOCCOCCOCCNc1nc(N2CCOCC2)nc(N2CCN(C(=O)Cn3cc(CCCN=C(N)N)nn3)CC2)n1 | 102 | 101 | 19 | 14 | 104 | 11 | 106 | 104 | 105 | 3.0 | 6
O=C(COC(=O)CCc1c[nH]c(=O)[nH]1)Nc1ccccc1 | 96 | 102 | 15 | 2 | 97 | 19 | 102 | 97 | 97 | 0.4 | /
O=[N+]([O-])c1ccc(O)c2cccnc12 | 95 | 96 | 19 | 6 | 93 | 13 | 99 | 96 | 92 | 1.0 | -64
Cc1ccc(Cn2c([N+](=O)[O-])cnc2C)cc1 | 101 | 102 | 6 | 8 | 101 | 3 | 102 | 101 | 101 | 0.9 | -19
O=C1N(Cc2cccc(Cl)c2)C[C@@H]2C[C@@H](c3cccn3-c3nccs3)N3CCC[C@@]123 | 98 | 95 | 14 | 1 | 98 | 2 | 99 | 98 | 104 | 2.9 | -11
O=C(Nc1ccc(S(=O)(=O)N2CCc3ccccc32)cc1)c1ccco1 | 94 | 97 | 45 | 0 | 96 | 6 | 98 | 97 | 93 | -0.1 | /
Fc1ccc(-c2cc(C(F)(F)F)nc(-n3cncn3)n2)cc1 | 102 | 99 | 24 | -3 | 101 | 5 | 103 | 102 | 100 | -3.3 | /
O=C(/C=C/c1cccc(F)c1)N1CCc2ccccc21 | 101 | 100 | 9 | -1 | 100 | 4 | 101 | 101 | 103 | -0.4 | /
CCN(CC)S(=O)(=O)c1cc(C(=O)O)c(Cl)cc1Cl | 99 | 98 | 10 | 0 | 101 | 9 | 104 | 102 | 100 | 0.1 | -6
COc1cc(OC)cc(-c2cc(N)n(S(=O)(=O)Cc3ccccc3)n2)c1 | 97 | 99 | 21 | 3 | 99 | 9 | 103 | 98 | 98 | 0.5 | /
Cc1ccc(C)c(C(=O)C(C)OC(=O)c2cccn2C)c1 (stereo not given) | 100 | 95 | 10 | 4 | 98 | 13 | 96 | 98 | 99 | 1.0 | -10
CCCn1c(C(O)c2ccc3c(c2)OCO3)nc2ccccc21 (stereo not given) | 96 | 95 | 61 | 16 | 96 | 10 | 96 | 97 | 97 | 1.0 | 8
O=C(Nc1ccccn1)c1ccc2nc(-c3ccccc3)c(-c3ccccc3)nc2c1 | 97 | 100 | 10 | 1 | 97 | 23 | 112 | 100 | 98 | -0.1 | /
CC(Oc1ccc(Cl)cc1Cl)c1nc(-c2ccc(NC(=O)c3ccco3)cc2)no1 (stereo not given) | ? | ? | 19 | 0 | ? | 5 | ? | ? | ? | 0.0 | 32
O=C(CSc1ncnc2ccccc12)Nc1cccc(S(=O)(=O)N2CCCC2)c1 | 98 | 95 | 19 | 3 | 98 | 9 | 97 | 96 | 94 | 0.2 | /
Cc1[nH]c(=O)[nH]c(=O)c1/C=N/NC(=O)[C@H](CC(C)C)NC(=O)OC(C)(C)C | 97 | 98 | 22 | -1 | 98 | 7 | 101 | 96 | 101 | -0.3 | /
COc1ccc(C2CC(c3cccs3)=NN2C(=O)CSc2nncn2C)cc1OC (stereo not given) | 99 | 96 | 14 | 2 | 98 | 11 | 98 | 97 | 103 | 0.0 | 10
Cc1onc(-c2c(F)cccc2Cl)c1C(=O)OCC(=O)NC(=O)NCC(C)C | 96 | 94 | 10 | 6 | 94 | 14 | 90 | 96 | 101 | 0.9 | -14
CN1C(=O)C(=C2CCCCCC2)SC1=S | 102 | 96 | 8 | 2 | 99 | 12 | 100 | 102 | 103 | 0.4 | /
COCCn1c(Cc2cccn2C)nnc1SCC(=O)Nc1nccs1 | 96 | 100 | 16 | 0 | 98 | 6 | 104 | 99 | 101 | 0.3 | 10
COC(=O)N/N=C1\CCCc2c(C)cc(C)cc21 | 98 | 97 | 8 | 8 | 100 | 13 | 101 | 98 | 99 | -0.1 | -8
COc1ccc(-n2c(=O)c3ccccc3n(CC(=O)Nc3ccccc3OC)c2=O)cc1 | 95 | 98 | 63 | 3 | 97 | 14 | 103 | 98 | 105 | 1.2 | 16
COc1ccc(F)c(C2C(C#N)=C(N)Oc3n[nH]c(C(C)(C)C)c32)c1 (stereo not given) | 99 | 97 | 55 | 0 | 98 | 8 | 97 | 99 | 98 | 0.0 | -55
O=C(COC(=O)CCC(=O)Nc1nccs1)NCc1ccco1 | 101 | 100 | 24 | 1 | 105 | 35 | 104 | 103 | 101 | 0.3 | 8
O=C(OCC(=O)N1CCCCCC1)c1cccs1 | 103 | 101 | 24 | 4 | 102 | 11 | 100 | 106 | 98 | 1.1 | /
COc1ccc(-c2ccc(SCC(=O)N3c4ccccc4CC3C)nn2)cc1OC (stereo not given) | 100 | 98 | 16 | 8 | 96 | 8 | 100 | 99 | 99 | 4.9 | /
FC(F)(F)c1cccc(N2CCN(Cc3ccoc3)CC2)c1 | 102 | 101 | 15 | 5 | 103 | 6 | 107 | 100 | 97 | -0.9 | /
NC(=O)C[n+]1cccc(/C=N/O)c1 | 98 | 97 | 18 | 3 | 97 | 10 | 99 | 99 | 102 | 1.2 | 6
COc1ccc(NC(=O)CCCNS(=O)(=O)c2cccs2)cc1 | 106 | 101 | 23 | 0 | 103 | 14 | 101 | 104 | 100 | -0.2 | -15
CSc1nc(N2CCOCC2)c2c(c1C#N)CCCCC2 | 101 | 99 | 44 | 21 | 101 | 7 | 105 | 103 | 102 | -0.4 | /
Cc1noc2ncnc(Sc3ccc(Br)cc3)c12 | 95 | 105 | 22 | 4 | 95 | 10 | 101 | 97 | 102 | 0.1 | -11
CCC(C)(C)n1nnnc1C(c1ccc(C)cc1)N1CCN(C(=O)c2ccco2)CC1 (stereo not given) | 101 | 98 | 74 | 5 | 102 | 4 | 106 | 102 | 99 | 2.6 | /
O=[N+]([O-])c1cccc(C2=NCCC(c3ccccc3)O2)c1 (stereo not given) | 101 | 98 | 18 | 12 | 103 | 11 | 106 | 103 | 98 | 2.8 | 26
CCN(Cc1ccccc1)C(=S)Nc1cc(C(=O)OC)ccc1C(=O)OC | 99 | 101 | 13 | 26 | 102 | 4 | 104 | 101 | 97 | 2.6 | 5

Quoted at random: 2 compounds from above
SMILES | Rab2 wt GTP | Rac1 mut GTP | GSH bead fluor | ABCG2 block | Cdc42 wt GTP | Avidin bead fluor | Rac1 wt GTP bind | HRas wt GTP | Rab7 wt GTP bind | ABCB1 inh | Pf gametocyte
O=C(COC(=O)CCC(=O)Nc1nccs1)NCc1ccco1 | 101 | 100 | 24 | 1 | 105 | 35 | 104 | 103 | 101 | 0.3 | 8
Cc1onc(-c2c(F)cccc2Cl)c1C(=O)OCC(=O)NC(=O)NCC(C)C | 96 | 94 | 10 | 6 | 94 | 14 | 90 | 96 | 101 | 0.9 | -14

Next structures
SMILES | Rab2 wt GTP | Rac1 mut GTP | GSH bead fluor | ABCG2 block | Cdc42 wt GTP | Avidin bead fluor | Rac1 wt GTP bind | HRas wt GTP | Rab7 wt GTP bind | ABCB1 inh | Pf gametocyte
COC(=O)/C(=C1/Oc2cc(C)oc(=O)c2S1)C(F)(F)F | 93 | 92 | 24 | 1 | 94 | 4 | 96 | 95 | 95 | 0.2 | /
O=C(COc1ccc(Br)cc1)Nc1ccc(Cc2ccncc2)cc1 | 95 | 93 | 20 | 5 | 99 | 8 | 96 | 96 | 96 | 0.6 | -19
CCc1c(C#N)c(SCCC(=O)Nc2ccc(OC)cc2)nc2c1C(=O)CC(C)(C)C2 | 97 | 95 | 13 | 16 | 94 | 6 | 99 | 96 | 98 | 3.8 | /
CCn1ncc(Br)c1C(=O)N(C)C12CC3CC(CC(C3)C1)C2 | 103 | 104 | 27 | 10 | 103 | 12 | 105 | 101 | 97 | 1.2 | /
CN(Cc1ccccc1)C(=O)c1ccc2c(c1)NC(=O)C(N1CCOCC1)S2 (stereo not given) | 102 | 97 | 12 | 0 | 100 | 6 | 104 | 103 | 108 | 0.3 | -4
COCc1nc2ccccc2n1Cc1cccc(C)c1 | ? | ? | 11 | 0 | ? | 34 | ? | ? | ? | 0.1 | /
Cc1ccc(C(c2nnnn2C2CCCCC2)N(C)C2CCCCC2)cc1 (stereo not given) | 96 | 98 | 4 | 1 | 97 | 7 | 100 | 99 | 97 | 0.2 | /
O=C(N/N=C/c1c[nH]c2ccccc12)C1CC1(c1ccccc1)c1ccccc1 (stereo not given) | 101 | 98 | 13 | -2 | 96 | 14 | 98 | 98 | 99 | -0.4 | -15
O=C(O)CCCCCNS(=O)(=O)c1cccc2nsnc12 | 102 | 101 | 12 | 3 | 102 | 16 | 109 | 101 | 101 | 0.8 | /

Source: PubChem BioAssay (several laboratories)
